FBW7 act = FBW7 E3 ligase activators, primary screen, biochemical, AlphaScreen, human; normalized activity (activation), % at 26.1 µM; F-box/WD repeat-containing protein 7 (Homo sapiens), Q969H0; actives 0.13% (n = 650,000); AlphaScreen FBW7–phospho-cyclin E peptide binding, activator screen; in the data active means normalized activity above about 1.9%;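 further: purified mutant Fbw7 with reduced substrate affinity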
Target sequence (Q969H0 whole entry, looked up): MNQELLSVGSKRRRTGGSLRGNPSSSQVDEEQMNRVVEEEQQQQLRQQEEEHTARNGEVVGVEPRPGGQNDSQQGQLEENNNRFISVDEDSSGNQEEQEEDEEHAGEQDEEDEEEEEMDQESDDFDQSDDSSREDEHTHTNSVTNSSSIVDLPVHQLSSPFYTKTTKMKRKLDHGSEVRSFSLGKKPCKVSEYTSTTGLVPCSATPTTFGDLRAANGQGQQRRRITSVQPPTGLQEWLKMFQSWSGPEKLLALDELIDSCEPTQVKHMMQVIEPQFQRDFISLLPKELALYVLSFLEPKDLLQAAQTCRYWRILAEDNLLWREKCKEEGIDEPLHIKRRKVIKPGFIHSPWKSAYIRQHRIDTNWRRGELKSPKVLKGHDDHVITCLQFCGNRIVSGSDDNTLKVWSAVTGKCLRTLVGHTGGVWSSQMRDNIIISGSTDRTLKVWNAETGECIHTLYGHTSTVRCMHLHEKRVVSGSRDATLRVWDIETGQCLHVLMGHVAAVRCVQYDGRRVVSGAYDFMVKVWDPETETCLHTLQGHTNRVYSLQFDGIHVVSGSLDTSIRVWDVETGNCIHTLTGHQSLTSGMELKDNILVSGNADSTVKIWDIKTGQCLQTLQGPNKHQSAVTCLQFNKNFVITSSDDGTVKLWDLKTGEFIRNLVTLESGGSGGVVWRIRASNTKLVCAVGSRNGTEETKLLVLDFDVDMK
TEAD-YAP block = TEAD-YAP interaction inhibition, primary screen, TEAD-YAP interaction inhibitor project, luminescence, HEK-TIYL cells | TEAD-Gal4/YAP UAS-luciferase luminescence | inhibition, % at 9.12 µM | actives 1.4% (n = 640,000) | AID 1259422, 2018; in the data active means inhibition above about 32%;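 further: 0% = median of test compound wells and 100% = reference inhibitor wells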
MITF primary = MITF inhibitors, primary screen, biochemical, AlphaScreen, human; AID 1259374, 2018; AlphaScreen MITF homodimerization, bead proximity signal; inhibition, % at 2.6 µM; actives 0.91% (n = 650,000); Microphthalmia-associated transcription factor (Homo sapiens), O75030; in the data active means inhibition above about 50%;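 further: 0% = vehicle wells with protein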
GPR151 activ = activators of human GPR151, primary screen, cell-based, PathHunter beta-arrestin, luminescence | PathHunter beta-arrestin GPR151 cells | G-protein coupled receptor 151 (Homo sapiens), Q8TDV0 | activation, % at 11.2 µM | actives 1% (n = 650,000); in the data active means activation above about 4.9%;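 further: 0% = median of compound wells and 100% = cells with positive control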
Target sequence (Q8TDV0 whole entry, looked up): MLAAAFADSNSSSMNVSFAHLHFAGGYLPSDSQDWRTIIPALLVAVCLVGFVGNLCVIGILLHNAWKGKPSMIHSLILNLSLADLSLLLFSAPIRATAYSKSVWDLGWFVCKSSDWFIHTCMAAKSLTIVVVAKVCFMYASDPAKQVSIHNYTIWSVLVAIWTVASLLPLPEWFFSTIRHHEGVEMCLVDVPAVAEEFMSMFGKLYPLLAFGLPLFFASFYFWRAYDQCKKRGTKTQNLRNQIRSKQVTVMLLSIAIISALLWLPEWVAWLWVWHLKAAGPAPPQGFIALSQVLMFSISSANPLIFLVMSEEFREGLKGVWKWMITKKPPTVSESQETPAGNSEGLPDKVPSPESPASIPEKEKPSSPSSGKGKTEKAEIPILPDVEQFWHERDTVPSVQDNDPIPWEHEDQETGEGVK
* hit, by the source's call; & = joins results of further samples.

SMILES	FBW7 act	TEAD-YAP block	MITF primary	GPR151 activ
CCN1CC=C2C(C#N)=C(N)C(C#N)(C#N)C(CCc3ccccc3)C2C1 (centres undefined)	0.1	1.9	7.7	0.0
CNC(=O)NC(=O)C(OC(=O)CCN1C(=O)C2CC=CCC2C1=O)c1ccccc1 (centres undefined)	0.4	2.1	13.2	-0.6
CCOC(=O)C1=C(C)NC(C)=C(C(=O)OCC)C1C(=O)OCC(=O)N(C)C	-0.1	0.7	-4.1	-1.9
CCOC(=O)c1sc2ncn(CC(=O)Nc3cc(Cl)ccc3OC)c(=O)c2c1C	0.0	4.9	15.2	2.0
CCOc1cc(S(=O)(=O)NCc2ccncc2)c(C)cc1C	0.7	27.1	5.3	-1.2
N#Cc1ccccc1COC(=O)c1cc(S(=O)(=O)N2CCOCC2)ccc1F	0.0	-1.9	8.6	-0.4
COc1ccc(-c2csc(/C(C#N)=C\c3c[nH]c4ccccc34)n2)cc1	-0.1	-2.0	8.2	0.7
CCOc1ccc(Oc2ccc(N)cc2)cc1	-0.2	4.3	-11.0	-0.8
CC(=O)C1=C(C)NC(SCC(=O)c2ccc(C)c(C)c2)=C(C#N)C1c1ccccc1Cl (centres undefined)	0.2	-6.7	-0.2	-0.9
CSc1nnc(Sc2c([N+](=O)[O-])nc(C)n2Cc2ccccc2)s1	0.0	20.5	4.1	-0.8
COc1ccc(Cc2noc(-c3ccccc3Cl)n2)cc1	0.4	-13.7	1.1	-0.1
Cc1cc(C(=O)NC(C)c2ccc3c(c2)OCO3)cs1 (centres undefined)	0.1	-5.4	-1.6	-1.0
O=C(Cc1cn(-c2ccc(N3CCN(Cc4ccc5c(c4)OCO5)CC3)nn2)c2ccccc12)NCCN1CCOCC1	0.3	-1.7	15.2	1.0
C[C@@H]1CN(C(=O)C2CC23CCN(Cc2c(F)cccc2Cl)CC3)C[C@H](C)O1 (some centres undefined)	-0.2	-5.5	-12.4	-0.5
O=C(NCc1cccc(C(F)(F)F)c1)c1cccc(Nc2ccc3ncccc3c2)c1	0.0	7.4	2.1	1.2
O=C(c1cccc(Cl)c1)n1nc(-c2cccnc2)nc1NCc1ccco1	0.2	0.1	6.9	0.1
COc1cc([N+](=O)[O-])ccc1NC(=S)NNC(=O)c1cccnc1	-0.4	5.8	5.5	4.7
O=C(c1cc2ccccc2o1)N1CCN=C1SCc1cccnc1	0.0	-12.1	2.2	-0.6
O=C(O)CN1CC(=O)N(CCC2=CCCCC2)C(c2ccccc2F)C1=O (centres undefined)	-0.1	8.7	1.8	1.1
COc1ccccc1-n1cc(CN2CCN3C(=O)[C@@H](CO)NC(=O)[C@H]3C2)cn1	-0.2	-3.5	2.5	3.0
Oc1c(C(c2ccco2)N2CCN(c3ccc(F)cc3)CC2)sc2ncnn12 (centres undefined)	0.1	5.8	11.2	1.0
Cc1ccc(-c2csc3ncn(-c4ccccc4)c(=O)c23)c(C)c1	-0.2	-11.9	-5.2	0.5
CCOC(=O)C1Sc2nnc(C)n2NC1c1ccc2c(c1)OCO2 (centres undefined)	0.0	2.1	5.8	0.8
O=C(/C=C/c1ccc2c(c1)OCO2)c1cccc([N+](=O)[O-])c1	-0.2	3.2	0.1	-0.1
Cc1ccc(S(=O)(=O)CCc2nnc(NC(=O)c3ccccc3Cl)s2)cc1	0.0	2.0	10.0	-0.4
COc1ccc(-c2nc(Nc3ccc(C(=O)O)cc3)sc2C)cc1	-0.1	-31.6	0.2	-0.2
CCC1CCCCN1C(=O)Cn1cc(NC(=O)CCOc2ccccc2)cn1 (centres undefined)	-0.1	-7.5	1.1	-0.8
Cc1nn(-c2ccccn2)c2nc(-c3cccs3)cc(C(=O)O)c12	-0.1	-10.2	-15.0	-1.6
O=C(c1cc2nc(-c3ccco3)cc(C(F)(F)F)n2n1)N1CCCCC1	0.3	-0.7	11.4	-0.6
CCC1(CCC(=O)NC(Cc2ccccc2)c2ccccc2)CCC(=O)N1 (centres undefined)	0.1	-0.2	-1.8	2.0
O=S(=O)(/N=c1/ssc(-c2ccccc2)c1Cl)c1ccccc1	-0.2	-60.4	-3.5	-1.5
CCOC(=O)C1CCCN(C(=O)COc2ccc3c(-c4ccccc4)cc(=O)oc3c2)C1 (centres undefined)	0.0	8.6	-5.1	-0.2
CCOC(=O)c1ccc(CN(Cc2ccc(C)cc2)S(=O)(=O)c2cc(C)ccc2C)cc1	0.1	-2.7	-2.3	0.6
CCC(C)c1ccc(NC(=S)Nc2cn(CC)nc2C(N)=O)cc1 (centres undefined)	0.1	17.2	4.3	-0.1
CCN1CCN(c2ccc(NC(=S)NC(=O)C(C)C)cc2)CC1	-0.3	-2.5	-10.3	0.2
COc1ccc(N2CCN(C(=O)c3ccc(S(=O)(=O)c4ccccc4Cl)c([N+](=O)[O-])c3)CC2)cc1	0.1	-0.3	-5.6	-0.4
CCOc1cccc(C2CC(c3ccc(OC)cc3)=NC(c3ccccc3OC)N2)c1O (centres undefined)	-0.1	-48.1	1.4	-2.6
O=C(c1ccc([N+](=O)[O-])cc1Cl)N1CCCCCC1	-0.1	-10.6	1.3	1.3
CC(=O)Oc1ccc2oc(=O)c3c(c2c1)CCCN3	-0.1	13.9	10.4	0.4
S=c1[nH]nc(NNc2ccccc2)n1Nc1ccccc1	-0.2	-13.9	-2.2	2.2
O=[N+]([O-])c1cccnc1NCc1c(F)cccc1F	0.2	-1.0	8.5	-0.4
CCOC(=O)C1=C(C)NC2=C(C(=O)CCC2)C1c1ccc(OC)cc1OC (centres undefined)	-0.1	3.6	2.1	1.8
O=S1(=O)CCC(N2COc3c(cc(Cl)c4cccnc34)C2)C1 (centres undefined)	-0.7	14.4	54.8*	-0.1
COc1ccc(N2CC(C(=O)OCC(=O)Nc3ccc(C)cc3C)CC2=O)cc1 (centres undefined)	0.2	12.4	9.7	1.4
CC(=O)C1=C(O)C(=O)N(c2nnn(C)n2)C1c1cccs1 (centres undefined)	3.6*	-1.2	5.2	-1.3

Reprinted from the results shown for reference:
SMILES	FBW7 act	TEAD-YAP block	MITF primary	GPR151 activ
CCOC(=O)c1ccc(CN(Cc2ccc(C)cc2)S(=O)(=O)c2cc(C)ccc2C)cc1	0.1	-2.7	-2.3	0.6
CCC(C)c1ccc(NC(=S)Nc2cn(CC)nc2C(N)=O)cc1 (centres undefined)	0.1	17.2	4.3	-0.1
CCN1CCN(c2ccc(NC(=S)NC(=O)C(C)C)cc2)CC1	-0.3	-2.5	-10.3	0.2
COc1ccc(N2CCN(C(=O)c3ccc(S(=O)(=O)c4ccccc4Cl)c([N+](=O)[O-])c3)CC2)cc1	0.1	-0.3	-5.6	-0.4
CCOc1cccc(C2CC(c3ccc(OC)cc3)=NC(c3ccccc3OC)N2)c1O (centres undefined)	-0.1	-48.1	1.4	-2.6
O=C(c1ccc([N+](=O)[O-])cc1Cl)N1CCCCCC1	-0.1	-10.6	1.3	1.3
CC(=O)Oc1ccc2oc(=O)c3c(c2c1)CCCN3	-0.1	13.9	10.4	0.4
S=c1[nH]nc(NNc2ccccc2)n1Nc1ccccc1	-0.2	-13.9	-2.2	2.2
O=[N+]([O-])c1cccnc1NCc1c(F)cccc1F	0.2	-1.0	8.5	-0.4
CCOC(=O)C1=C(C)NC2=C(C(=O)CCC2)C1c1ccc(OC)cc1OC (centres undefined)	-0.1	3.6	2.1	1.8
O=S1(=O)CCC(N2COc3c(cc(Cl)c4cccnc34)C2)C1 (centres undefined)	-0.7	14.4	54.8*	-0.1
COc1ccc(N2CC(C(=O)OCC(=O)Nc3ccc(C)cc3C)CC2=O)cc1 (centres undefined)	0.2	12.4	9.7	1.4
CC(=O)C1=C(O)C(=O)N(c2nnn(C)n2)C1c1cccs1 (centres undefined)	3.6*	-1.2	5.2	-1.3

(more compounds)
SMILES	FBW7 act	TEAD-YAP block	MITF primary	GPR151 activ
O=C(COc1ccccc1)Nc1cccc(NC(=O)COc2ccccc2)n1	0.3	-38.3	-12.8	-1.9
CCOc1ccccc1C(=O)Nc1ccc2nc(N3CCOCC3)cc(C)c2c1	0.0	8.3	0.6	2.0
O=c1nc(/C=C/c2ccc(Br)cc2)oc2ccccc12	-0.4	-28.4	4.6	1.9
CCOC(=O)C1=C(C)N=c2s/c(=C\c3ccc(I)cc3)c(=O)n2C1c1cccs1 (centres undefined)	0.2	-8.3	-13.4	-0.2
COc1ccccc1-n1nnc(C(=O)NC2CCCc3ccccc32)c1N (centres undefined)	-0.1	45.5*	1.0	-0.1
CCCCOc1ccc(/C=c2\sc3nc(-c4ccc(Br)cc4)nn3c2=O)cc1OC	-0.3	3.9	0.0	1.3
CC(C)(CO)NC(=O)c1cc(-c2ccc(Cl)cc2Cl)on1	0.1	48.3*	-14.6	-1.1
COC(=O)Cn1c(=O)n(CCc2ccccc2)c(=O)c2c3c(sc21)CCCC3	-0.3	-10.8	2.9	2.8
COC(=O)c1ccccc1NC(=O)Cn1cnc2sc(C)cc2c1=O	0.0	-1.7	-8.7	0.8
CCCCSc1nnc2c(n1)OC(c1cc(Br)c(Br)o1)Nc1ccccc1-2 (centres undefined)	0.0	-20.0	-5.1	-0.1
Cc1nc(NCCC2=CCCCC2)nc(N2CCOCC2)c1[N+](=O)[O-]	-0.2	-6.7	11.8	1.9
COc1ccccc1-n1c(SCC2OCCO2)nc2c(sc(=S)n2CCc2ccccc2)c1=O	0.4	11.3	20.1	-0.6
O=C(NCc1ccccc1)NC1(C(=O)NCC2CCCO2)CCCCC1 (centres undefined)	0.1	2.9	15.7	0.0
O=C(CCN1CCOCC1)Nc1ccc(OC(F)(F)Cl)cc1	0.0	-4.2	8.1	0.6
C[C@H](NC(N)=O)C(=O)OCC(=O)NCc1cccs1	0.0	4.5	6.7	0.1
CC(C)C(NC(=O)c1ccccc1Cl)c1n[nH]c(=S)n1C (centres undefined)	-0.3	-2.9	0.3	-0.5
Cc1no[n+]([O-])c1CN(N=Nc1cccc([N+](=O)[O-])c1)c1cccc([N+](=O)[O-])c1	0.1	4.7	2.5	-0.9
CCCNc1cc(C)nc(Nc2ccc(N3CCOCC3)cc2)n1	-0.3	22.6	-3.1	-0.3
Cc1cc(C)n2c(SCC(=O)Nc3c(C)n(C)n(-c4ccccc4)c3=O)nnc2n1	0.0	6.3	5.3	1.8
O=S(=O)(c1cnc[nH]1)N1CCc2ccccc21	0.0	-5.2	2.4	-1.1
c1ccc(CNc2ncc(-c3ccccc3)cn2)cc1	-0.1	-64.4	-2.1	0.5
CCc1ccc(NS(=O)(=O)c2cc(Br)cnc2N)cc1	0.2	0.7	8.2	1.5
CCOCCOC(=O)C1=C(C)N(C)C(=O)NC1c1ccccc1Cl (centres undefined)	0.2	2.7	6.9	0.3
COc1ccc(S(=O)(=O)N(CCc2ccccc2)CC(=O)Nc2cc(Cl)ccc2C)cc1	0.1	-3.0	-30.9	-1.2
COc1cc(Nc2nc(Nc3ccc4ncccc4c3)nc3c2ncn3Cc2ccc(C(F)(F)F)cc2)cc(OC)c1OC	-0.1	15.4	-4.6	0.5
CO[C@H]1C=CO[C@@]2(C)Oc3c(C)c(O)c4c(O)c(c(/C=N/N5CCN(C6CCCC6)CC5)c(O)c4c3C2=O)NC(=O)/C(C)=C\C=C[C@H](C)[C@H](O)[C@@H](C)[C@@H](O)[C@@H](C)[C@H](OC(C)=O)[C@@H]1C	-0.3&-0.3	2.3	27.7&10.2	-0.6&0.1
CC(=O)c1ccc(N2CCN(C(=O)c3cc4c(=O)oc5ccccc5c4s3)CC2)cc1	0.6	-14.2	-17.9	-0.2
CC1CC(C)CN(c2ccc(C(=O)OCC(=O)Nc3ccccc3C#N)cc2[N+](=O)[O-])C1 (centres undefined)	-0.1	13.5	10.8	0.8
Clc1cccc(Cl)c1CN(Cc1ccccc1)c1ncnc2nc[nH]c12	0.7	-3.1	24.5	-1.1
COCCNC(=O)CCC1CCN(Cc2ccc(C(=O)OC)cc2)CC1	0.1	4.4	5.3	-0.6
CCc1cc2c(=O)c(-c3nc4ccccc4s3)coc2cc1OC	-0.2	-2.7	-8.3	-0.4
COc1ccc(N(C)C(=O)Cc2c(C(=O)O)[nH]c3ccccc23)cc1	-0.2	-13.0	2.9	0.7
O=C(O)COc1ccccc1/C=C1/SC(=S)N(c2ccc3c(c2)OCCO3)C1=O	0.0	-9.4	9.8	0.6
CCCCC(=O)NC(c1ccc([N+](=O)[O-])cc1)c1ccc2cccnc2c1O (centres undefined)	-1.9	27.9	30.8	1.1
CCOC(=O)CNC(=O)CSc1nc(C)nc2c1c(=O)n(C)c(=O)n2C	0.0	11.6	10.9	-0.4
Cc1ccc(C(=O)NCS(=O)(=O)c2ccccc2)cc1	-0.2	12.6	-4.7	2.4
COC(=O)C1=C(C)N(c2cccc(Cl)c2)C(=O)C1	0.2	25.6	15.7	0.7
CCc1c(C)sc(NC(=O)c2cc(CC(C)C)on2)c1C#N	0.0	-0.5	-7.6	-1.4
CC(=O)c1ccc(NC(=O)c2ccc(OCC(C)C)cc2)cc1	-0.1	-5.1	4.3	0.1
CCc1ccc(NC(=O)CSc2[nH]c(=O)c(C(=O)O)cc2C#N)cc1	-0.1	-3.9	9.2	2.6
Cc1ccc(CN2CCNC(=O)C2CC(=O)NCc2scnc2-c2ccccc2)o1 (centres undefined)	0.1	2.6	-13.9	0.2
O=C(NCCc1nnc2n1CCN(CC1CC=CCC1)CC2)c1ccoc1 (centres undefined)	0.0	-9.4	-10.7	2.3

Source: PubChem BioAssay (The Scripps Research Institute Molecular Screening Center)
